West Nile antiviral: inhibition of WNV-induced cytopathic effect – cell-based, CPE readout (AID 1621); West Nile virus-infected cells, CPE inhibition; higher % means a stronger effect; 290,000 tested, 0.02% active; CPE inhibition, % at 10 µM; hits with a dose series show IC50 in µM; in the data active means a potency from the dose series; further: strong numbers were not always called active
KOR beta-arrestin-1: KOR agonists, beta-arrestin recruitment, primary screen, cell-based, luminescence, uHTS (AID 1777); KOR beta-arrestin recruitment, luminescence; higher % means a stronger effect; activation, % at 10 µM; hits with a dose series show EC50 in µM; 280,000 tested, 0.02% active; in the data active means activation above about 50%, passing the limit was not always enough; further: a part of the inactive calls stands beside numbers as strong as those of hits
GPR35 antagonists: inhibition of zaprinast-stimulated GPR35 beta-arrestin translocation – imaging, U2OS, beta-arrestin-GFP, zaprinast agonist, primary screen (AID 2058); 290,000 tested, 0.052% active; U2OS GPR35 beta-arrestin-GFP translocation imaging, zaprinast antagonism; higher % means a stronger effect; one-dose inhibition, % at 10 µM; IC50 in µM for titrated hits;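 active means inhibition of at least 50% with at least 30 cells and total cytoplasm GFP at most 10,000,000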
GPR55 LPI antagonism: GPR55 antagonists blocking LPI-driven arrestin recruitment, primary screen, imaging, U2OS, beta-arrestin-GFP, LPI agonist (AID 2013); 290,000 tested, 0.13% active; one-dose inhibition, % at 10 µM; IC50 in µM for titrated hits; U2OS GPR55 beta-arrestin-GFP translocation imaging, LPI antagonism; higher % means a stronger effect;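 active means spots per cell inhibited over 60%, with over 100 cells counted and total cytoplasm intensity under 500,000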;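 further: U2OS cells stably carrying GPR55 and arrestin-GFP stimulated by 5 µM LPI near EC80; imaged beta-arrestin-GFP aggregate spots per cell after agonist stimulation; plate controls were LPI-stimulated DMSO wells for no effect and DMSO wells without LPI for full effect; some results filed as inactive read as strong as hits; confirmed hits need IC50 under 10 µM and bright autofluorescent wells are also inconclusive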
KOR beta-arrestin-2: KOR antagonists, beta-arrestin recruitment, cell-based, luminescence, uHTS (AID 1778); one-dose inhibition, % at 10 µM; IC50 in µM for titrated hits; 290,000 tested, 0.091% active; KOR beta-arrestin recruitment, luminescence, antagonist mode; higher % means a stronger effect; in the data active means inhibition above about 50%; further: strong numbers were not always called active
HIV peptide binding: cell-free HIV fusion peptide-binding blockers – biochemical, uHTS, fluorescence dequenching, primary screen (AID 1986); 290,000 tested, 0.3% active; one-dose inhibition, % at 20 µM; IC50 in µM for titrated hits; cell-free peptide binding, fluorescence dequenching, 30 min; higher % means a stronger effect; in the data active means inhibition mostly above about 52%, no sharp cut-off; inactive means mostly below about 76%; further: some results filed as inactive read as strong as hits
NS5 inhibitors: flavivirus cap methylation enzyme inhibition – biochemical, confirmation dose response, primary screen (AID 588689); Dengue-2 NS5 methyltransferase capping enzyme assay, biochemical; higher % means a stronger effect; 340,000 tested, 0.3% active; inhibition, % at 25 µM; hits with a dose series show IC50 in µM; in the data active means a potency from the dose series
NOD1 NF-kB reporter: inhibition of NOD1-driven NF-kB reporter – cell-based, luminescence, uHTS, primary screen (AID 1578); 290,000 tested, 1% active; NOD1-driven NF-kB luciferase reporter cells, luminescence; higher % means a stronger effect; inhibition, % at 4 µM; hits with a dose series show EC50 in µM; in the data active means inhibition mostly above about 36%, no sharp cut-off; inactive means mostly below about 34%;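 further: HEK-293T reporter cells stimulated with the NOD1 agonist gamma-tri-DAP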
GPR55 activation: GPR55 agonists via beta-arrestin recruitment, primary screen, imaging, U2OS cells, beta-arrestin-GFP redistribution (AID 1961). U2OS GPR55 beta-arrestin-GFP redistribution imaging; higher % means a stronger effect. one-dose activation, % at 10 µM; EC50 in µM for titrated hits. 290,000 tested, 0.048% active;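 active means activation above 40% with more than 50 cells counted in the well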;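 further: U2OS osteosarcoma cells stably expressing GPR55 and beta-arrestin-GFP; plate controls were DMSO negative control for no effect and LPI positive control for full effect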
Numbers without * were called inactive; nt = not tested or not shown; [ ] = remark or other dose. Not all compounds are listed; rates above refer to the full screens.

GPR35 antagonists	KOR beta-arrestin-2	GPR55 LPI antagonism	GPR55 activation	NOD1 NF-kB reporter	NS5 inhibitors	KOR beta-arrestin-1	HIV peptide binding	West Nile antiviral	smiles
7%	17%	-2%	0.0%	-1%	-6%	-3.5%	0.2%	-1.3%	CN(C)/C=N/C1=C(C#N)C(c2ccc(Br)cc2)c2ccc3ccccc3c2O1 (centres undefined)
-8%	17%	-18%	-0.3%	-33%	0%	-0.9%	-3.6%	nt	CC1CCN(c2c(NCc3ccc(C(=O)NCCc4ccc(Cl)cc4)cc3)c(=O)c2=O)CC1
14%	-12%	4%	0.0%	-14%	-4%	-7.1%	2.0%	-0.5%	CCCNC(=O)c1cnc(Sc2ncc(C(F)(F)F)cc2Cl)n1C
15%	16%	3%	0.0%	20%	0%	-2.3%	-2.8%	1.0%	CCCNC(=O)NC(=O)COC(=O)CC(NC(N)=O)c1ccc(Cl)cc1 (centres undefined)
23%	12%	5%	-0.3%	nt	-16%	-0.8%	8.2%	-0.6%	CSc1ccc(NC(=O)NCCCN2CCN(c3ccccc3F)CC2)cc1
-6%	8%	15%	0.0%	15%	2%	-0.4%	-0.2%	-0.3%	COc1ccc(Br)cc1/C=N/NC(=O)CNC(=O)/C=C/c1ccccc1
16%	-18%[20 µM]	4%	0.4%	-22%	-3%	nt	0.6%	-1.6%	CCOC(=O)[C@@H]1[C@H]2COc3ccc(Br)cc3[C@@H]2N2C(=O)N(c3cccc(F)c3)C(=O)[C@@]12C
-6%	10%	7%	0.2%	-14%	-1%	-3.7%	1.8%	-0.3%	CCn1c(Cc2ccccc2)nnc1SCC(=O)Nc1ccc(N2CCOCC2)c(Cl)c1
2%	11%	-8%	-0.1%	-5%	-31%	4.9%	-2.9%	-0.4%	O=C(CSc1nnc(C2COc3ccccc3O2)o1)N1CCCCC1 (centres undefined)
-3%	20%	-6%	0.6%	28%	-16%	-0.1%	1.5%	1.4%	Cc1ccc(S(=O)(=O)N(CC(=O)NCc2ccco2)c2ccccc2C)cc1
0%	-17%	-9%	-0.3%	-1%	6%	6.7%	-0.3%	-0.3%	O/N=C1/CCCCc2sccc21
-12%	-23%	9%	-0.1%	-4%	-15%	1.4%	2.3%	-0.1%	Cc1cccc(CN2C(=O)N/C(=C/c3cc(C)n(-c4cc(C)ccn4)c3C)C2=O)c1
1%	-14%	4%	0.0%	2%	-11%	3.0%	2.5%	0.5%	Cc1cc(=O)oc2cc(OCC(=O)Nc3nnc(C4CC4)s3)ccc12
-3%	-17%	-13%	0.6%	3%	-3%	1.5%	2.5%	nt	COc1ccc2oc(=O)cc(C)c2c1
-8%	21%	5%	-1.9%	5%	nt	3.8%	0.7%	0.5%	O=C(c1ccc(Cl)nc1)c1cccs1
-16%	19%	5%	0.5%	-10%	-8%	2.3%	1.8%	-0.4%	CCOC(=O)CSc1ncc(-c2ccc([N+](=O)[O-])cc2)[nH]1
-16%	-11%	0%	-0.2%	-8%	1%	7.6%	-3.5%	-0.6%	Cn1c(=O)c2c(nc(SCC(=O)NCc3ccc4c(c3)OCO4)n2Cc2ccc(F)cc2)n(C)c1=O
24%	-36%	19%	0.2%	-12%	-3%	0.9%	0.8%	0.2%	COc1ccc(CCNC(=O)C(=O)N2CCCCC2)cc1OC
-14%	27%	15%	-0.2%	-33%	1%	-5.2%	0.6%	0.1%	CCN(C(=O)COC(=O)c1ccc(N2C(=O)c3ccccc3C2=O)cc1)C1CCS(=O)(=O)C1 (centres undefined)
11%	30%	16%	-0.2%	-4%	2%	-5.0%	-1.7%	-0.3%	CC(C)CNS(=O)(=O)c1ccc(CCC(=O)N2CCOCC2)cc1
-10%	7%	18%	-0.1%	6%	11%	-0.1%	0.0%	nt	CCC(C#CCN1CCCCC1)(CC)OCCC#N
5%	-2%[20 µM]	11%	-0.1%	-19%	-11%	nt	-0.4%	0.3%	COc1ccc(-c2nn(-c3ccccc3C)cc2CNC(C)c2cn(C)nc2C)cc1F (centres undefined)
4%	13%	9%	-0.2%	-14%	1%	3.1%	-0.6%	-0.3%	Cc1ccccc1-c1nc(CN2CCC(C(=O)N3CCN(c4ccccn4)CC3)CC2)c(C)o1
-6%	30%	10%	0.2%	-20%	-2%	-4.6%	-2.6%	nt	O=C(CSC1CCCCC1)N1CCN(c2ccccc2)CC1
9%	-26%	-5%	-0.2%	7%	-1%	1.1%	0.9%	-0.4%	O=C(N/N=C\c1cc2c(cc1Cl)OCO2)c1cccnc1

Continuation.
GPR35 antagonists	KOR beta-arrestin-2	GPR55 LPI antagonism	GPR55 activation	NOD1 NF-kB reporter	NS5 inhibitors	KOR beta-arrestin-1	HIV peptide binding	West Nile antiviral	smiles
16%	1%	14%	0.0%	15%	-1%	-1.0%	-2.2%	0.4%	CCN1C(c2ccccc2)C(C)C(=O)C(C)C1c1ccccc1 (centres undefined)
4%	-30%[20 µM]	14%	0.2%	-28%	nt	nt	1.6%	0.1%	COc1cc(NC(=O)Cc2cccs2)c(C(=O)O)cc1OC
2%	-12%	2%	-0.1%	15%	-6%	0.0%	8.4%	0.9%	O=c1c2c3c(sc2n(CCN2CCCCC2)c(=O)n1Cc1ccco1)CCCCC3
5%	-44%	4%	0.4%	-26%	0%	5.8%	1.7%	0.1%	Cc1ccc(OCCC(=O)Nc2ccc(F)c(Cl)c2)cc1
1%	10%	8%	-0.1%	nt	nt	-4.1%	7.4%	0.2%	CCOC(=O)CC1=C(C(=O)OCC)C(c2ccc(C)o2)C(C#N)=C(N)O1 (centres undefined)
-14%	8%	7%	-0.5%	-17%	-7%	-4.1%	-0.3%	0.2%	C=CCn1ccc2c([N+](=O)[O-])cccc2c1=O
12%	-7%	7%	0.1%	25%	1%	-2.5%	-1.9%	0.3%	CCc1cc(=O)oc2c(C)c(OCC(=O)NCCCn3ccnc3)ccc12
-4%	28%	8%	0.3%	-10%	6%	-1.0%	-2.7%	0.2%	CC(C)NC(=O)CSCc1ccccc1Cl
8%	6%	6%	0.2%	-21%	-5%	5.0%	0.7%	0.4%	N#CC1=C(N)N2C(=C(C#N)C13CCCCC3)SC1CCCCC12O (centres undefined)
4%	10%	-12%	-0.2%	4%	-2%	1.3%	0.0%	0.2%	c1csc(-c2nnc(COc3ncnc4sccc34)o2)c1
18%	5%[20 µM]	-2%	-0.2%	1%	nt	0.4%	3.1%	1.3%	COc1cc(CN2CCC(C(=O)NCC(C)(C)CN(C)C)CC2)ccc1OCc1ccccc1
-8%	9%	5%	-0.2%	-63%	4%	-5.1%	1.2%	0.1%	Cc1cc(C(=O)N/N=C/c2cccc(Cl)c2Cl)no1
-7%	5%	-7%	0.1%	-2%	-5%	3.9%	-1.8%	-0.5%	C=CCn1c(O)c(N=NC(=O)CNC(=O)c2cccs2)c2ccccc21
11%	12%	8%	-0.1%	16%	2%	-5.0%	0.1%	-0.1%	Cc1cccc(-n2ccnc2SCC(=O)Nc2nccs2)c1C
-9%	-17%	-1%	-0.1%	-1%	-3%	-2.7%	1.8%	-0.1%	COC(=O)CCCC1=CC2=C(c3ccccc3)C(=O)C(C)(OC(=O)C3CCCC3)C(=O)C2=CN1CCc1c[nH]c2ccccc12 (centres undefined)
-4%	-8%	2%	-0.1%	-4%	0%	-0.3%	0.8%	-1.1%	O=C(CN1C(=O)NC2(CCCC2)C1=O)Nc1cc(Cl)ccc1N1CCCCC1
-10%	22%	1%	0.0%	-5%	-6%	76%	-0.9%	0.4%	COc1ccc(CN(Cc2ccccn2)C(=O)CN2C(=O)COc3ccccc32)cc1
24%	-11%	-5%	-0.2%	40%	-6%	3.9%	-2.6%	-0.6%	Cc1ccc(C(=O)NCC(=O)OCC(=O)Nc2ccccc2[N+](=O)[O-])cc1
7%	-33%	6%	0.2%	-10%	-5%	1.4%	-1.5%	0.4%	Cc1nnc(SC(C)C(=O)N2CCc3ccccc32)s1 (centres undefined)
-3%	-3%	-2%	-0.2%	-67%	-3%	7.5%	1.6%	0.1%	CSc1ncccc1C(=O)OCc1ccccc1
-6%	-42%	-6%	1.0%	46%	-4%	4.8%	-1.6%	0.1%	COc1ccccc1-n1cnc2c(c1=O)c1nc3ccccc3nc1n2-c1ccc(C)cc1
-14%	-19%	-7%	-0.6%	-64%	7%	-0.6%	-0.9%	0.9%	COc1ccccc1Oc1ncnc2c1cnn2-c1ccccc1

11 of the compounds above, with tabs.
compound	GPR35 antagonists	KOR beta-arrestin-2	GPR55 LPI antagonism	GPR55 activation	NOD1 NF-kB reporter	NS5 inhibitors	KOR beta-arrestin-1	HIV peptide binding	West Nile antiviral
CCN1C(c2ccccc2)C(C)C(=O)C(C)C1c1ccccc1 (centres undefined)	16%	1%	14%	0.0%	15%	-1%	-1.0%	-2.2%	0.4%
COc1cc(NC(=O)Cc2cccs2)c(C(=O)O)cc1OC	4%	-30%[20 µM]	14%	0.2%	-28%	nt	nt	1.6%	0.1%
O=c1c2c3c(sc2n(CCN2CCCCC2)c(=O)n1Cc1ccco1)CCCCC3	2%	-12%	2%	-0.1%	15%	-6%	0.0%	8.4%	0.9%
Cc1ccc(OCCC(=O)Nc2ccc(F)c(Cl)c2)cc1	5%	-44%	4%	0.4%	-26%	0%	5.8%	1.7%	0.1%
CCOC(=O)CC1=C(C(=O)OCC)C(c2ccc(C)o2)C(C#N)=C(N)O1 (centres undefined)	1%	10%	8%	-0.1%	nt	nt	-4.1%	7.4%	0.2%
C=CCn1ccc2c([N+](=O)[O-])cccc2c1=O	-14%	8%	7%	-0.5%	-17%	-7%	-4.1%	-0.3%	0.2%
CCc1cc(=O)oc2c(C)c(OCC(=O)NCCCn3ccnc3)ccc12	12%	-7%	7%	0.1%	25%	1%	-2.5%	-1.9%	0.3%
CC(C)NC(=O)CSCc1ccccc1Cl	-4%	28%	8%	0.3%	-10%	6%	-1.0%	-2.7%	0.2%
N#CC1=C(N)N2C(=C(C#N)C13CCCCC3)SC1CCCCC12O (centres undefined)	8%	6%	6%	0.2%	-21%	-5%	5.0%	0.7%	0.4%
c1csc(-c2nnc(COc3ncnc4sccc34)o2)c1	4%	10%	-12%	-0.2%	4%	-2%	1.3%	0.0%	0.2%
COc1cc(CN2CCC(C(=O)NCC(C)(C)CN(C)C)CC2)ccc1OCc1ccccc1	18%	5%[20 µM]	-2%	-0.2%	1%	nt	0.4%	3.1%	1.3%
